IDE inh: inhibitors of human insulin-degrading enzyme in cells; inhibition, % at 5.59 µM; HEK cells, FAbetaB cleavage, fluorescence polarization; 320,000 tested, 0.41% active; AID 434962; P14735;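 active = percent inhibition above the average of all tested compounds plus 3 SD, set per screening campaign, cut at about 16% in these data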;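 note: IDE supplied by intact live HEK cells; FP after avidin binding of uncleaved biotin substrate so inhibition keeps polarization high; 0% = DMSO wells and 100% = 60 µM reference IDE inhibitor Ii1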
Target sequence (P14735 whole entry, looked up): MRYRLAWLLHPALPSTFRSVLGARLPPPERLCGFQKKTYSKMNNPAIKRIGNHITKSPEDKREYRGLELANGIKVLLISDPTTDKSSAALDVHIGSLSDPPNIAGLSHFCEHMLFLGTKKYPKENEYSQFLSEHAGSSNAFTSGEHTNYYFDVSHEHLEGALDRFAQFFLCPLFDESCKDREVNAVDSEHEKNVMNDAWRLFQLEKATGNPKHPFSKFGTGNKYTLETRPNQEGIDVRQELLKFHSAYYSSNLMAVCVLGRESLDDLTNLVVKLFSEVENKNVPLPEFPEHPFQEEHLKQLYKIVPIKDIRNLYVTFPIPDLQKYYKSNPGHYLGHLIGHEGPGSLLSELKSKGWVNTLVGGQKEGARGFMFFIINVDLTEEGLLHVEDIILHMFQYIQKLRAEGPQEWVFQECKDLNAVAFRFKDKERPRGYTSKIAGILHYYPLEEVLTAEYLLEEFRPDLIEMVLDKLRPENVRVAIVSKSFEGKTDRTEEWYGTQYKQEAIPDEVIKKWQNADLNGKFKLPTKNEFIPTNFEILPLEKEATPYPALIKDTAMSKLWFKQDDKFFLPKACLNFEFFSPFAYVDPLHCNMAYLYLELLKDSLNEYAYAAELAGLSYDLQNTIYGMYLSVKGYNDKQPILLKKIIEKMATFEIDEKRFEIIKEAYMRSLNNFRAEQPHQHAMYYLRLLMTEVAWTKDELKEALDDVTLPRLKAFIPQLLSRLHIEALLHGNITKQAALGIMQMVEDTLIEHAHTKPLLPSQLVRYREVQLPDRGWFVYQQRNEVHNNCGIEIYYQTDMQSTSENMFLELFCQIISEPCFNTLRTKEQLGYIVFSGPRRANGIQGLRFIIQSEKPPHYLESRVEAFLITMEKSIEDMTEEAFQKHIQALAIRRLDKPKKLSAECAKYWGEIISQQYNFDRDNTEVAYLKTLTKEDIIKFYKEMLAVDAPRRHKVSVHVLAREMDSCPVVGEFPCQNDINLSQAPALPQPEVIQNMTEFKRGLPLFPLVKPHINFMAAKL
NALP1 inh: inhibitors of NALP1 inflammasome in yeast; S. cerevisiae NALP1/ASC/caspase-1 growth, X-gal OD620, 72 h; inhibition, % at 10 µM; 280,000 tested, 0.61% active; AID 2071; in the data active = inhibition mostly above about 24%, no sharp cut-off; inactive = mostly below about 32%; note: some compounds called inactive have numbers as strong as hits
MEKK3 PB1 HTS: modulators (inhibitors or enhancers) of MEK5 binding to human MEKK3 PB1 domain; bead-based flow cytometry, Alexa488-MEK5 binding to MEKK3; actives lie on both sides; 0 = blocked by unlabeled MEK5, 100 = vehicle; binding response (% of control), % at 10 µM; 290,000 tested, 1.4% active;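 active = binding response more than 3 SD above or below the average of its plate-row segment, actives on both sides; inconclusive = wells at one plate position flagged as instrument error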;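 note: Alexa488 bead fluorescence after subtracting the streptavidin-only scavenger bead signal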
MEKK2 WT-MEK5: raises or lowers MEK5 binding to wildtype human MEKK2 PB1 domain. 290,000 tested, 1.1% active. Q9Y2U5. bead flow cytometry, Alexa488-MEK5 binding to MEKK2 WT; actives lie on both sides. binding response (% of control), % at 10 µM; in the data active = binding response below about 67% or above about 130%; inconclusive = no clear call, values can overlap the other calls; inactive = in between
M18AAP inhibitor: PfM18AAP enzyme inhibition | recombinant PfM18AAP, H-Glu-NHMec fluorogenic cleavage | 290,000 tested, 1.2% active | inhibition, % at 7.35 µM;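 active = inhibition above the campaign mean inhibition over all tested compounds plus 3 SD, cut at about 28% in these data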;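 note: 0% = plate median of test compound wells and 100% = 2 mM ZnCl2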
MEKK2mut PB1 HTS: signal of MEK5 binding to mutant human MEKK2 PB1 domain; bead flow cytometry, Alexa488-MEK5 binding to MEKK2 mutant; percent response, % at 10 µM; 290,000 tested, 0.35% active; in the data active = percent response above about 24%, passing the limit was not always enough; note: inactives centre near 1; some results filed as inactive read as strong as hits; reference of the scale not given here
IDE act: IDE (human) activation, cell-based; HEK cells, FAbeta-B cleavage, fluorescence polarization; 0% vehicle, 100% cell-free pure enzyme wells; activation, % at 5.96 µM; 340,000 tested, 0.073% active;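 active = activation above the mean of all tested compounds plus 3 SD, set per screening campaign, cut at about 17% in these data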
SUMO HTRF inh: SUMOylation inhibition; inhibition, % at 35 µM; AID 2006; 290,000 tested, 0.36% active; HTRF SUMOylation assay, SAE1/SAE2 + UBC9, in vitro; P63279; in the data active = inhibition above about 50%, passing the limit was not always enough; inconclusive = no clear call, values can overlap the other calls; note: strong numbers were not always called active
p-CIP stab down: lowers stability of the mouse p/CIP coactivator protein | Q05BA5 | F442A p/CIP-EGFP cells, EGFP fluorescence, 16 h | decrease of EGFP signal, % at 10 µM | 290,000 tested, 0.01% active;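 active = EGFP signal decrease of at least 30% at 10 µM or well 3 SD below plate mean, unless failing retest; inactive = the rest, including hits failing retest or dose response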; note: some compounds called inactive have numbers as strong as hits; many of its hits are not listed in these tables
Numbers without * were called inactive; u = inconclusive; x = no result given.

SMILES	IDE inh	NALP1 inh	MEKK3 PB1 HTS	MEKK2 WT-MEK5	M18AAP inhibitor	MEKK2mut PB1 HTS	IDE act	SUMO HTRF inh	p-CIP stab down
CC(=O)n1nc(-c2ccccc2)nc1NCc1cccs1	0	17	98	101	-5	-2	1	-10	-10
Cc1cc(NC(=O)C2CC(c3ccc(F)cc3)=NO2)n(-c2ccccc2)n1 (stereo not given)	7	-4	107	106	-4	9	4	3	-12
Fc1ccc2[nH]c3c(N4CCN(c5ccccc5)CC4)ncnc3c2c1	50*	15	104	109	-2	5	-9	-7	-34
COc1ccc(N(CC(=O)Nc2c(C)n(C)n(-c3ccccc3)c2=O)S(=O)(=O)c2ccc(C)cc2)cc1OC	-5	12	99	107	-5	1	4	13	-18
O=C(c1ccccc1Oc1ccccc1)N1CCN(c2ccccc2F)CC1	0	9	97	98	-13	3	2	-4	-16
CCN(CC)S(=O)(=O)c1cccc(C(=O)Nc2ccc(Cl)cn2)c1	-2	11	104	98	0	-6	7	-9	-6
Cc1ccc(S(=O)(=O)Nc2nc(C)c(C)s2)cc1	6	12	101	97	6	-1	4	7	-3
O=c1cccc(-c2ccc(Br)cc2)o1	1	18	96	94	2	-3	-2	18	-9
COc1ccc(OCCCC(=O)Nc2cccc(C(C)=O)c2)cc1	2	21	99	103	-3	2	-3	-9	5
CCN(CC)S(=O)(=O)c1ccc(-c2nnc(SCC(N)=O)n2CC)cc1	1	5	99	100	2	-4	0	11	11
N=c1c(C(=O)NCc2ccc(F)cc2)cc2c(=O)n3ccccc3nc2n1Cc1ccco1	5	5	x	x	2	x	-2	34	-11
CCOC(=O)C1CCN(C(=O)COc2ccc(Br)cc2)CC1	-2	3	99	97	-5	-2	5	-11	-2
O=C1N=c2ccccc2=C1c1c(O)n(-c2cccc(F)c2)[nH]c1=O	4	14	97	98	-2	-1	-4	76	7
O=C(NCc1cccnc1)C1CCC(CNS(=O)(=O)c2cccc3nsnc23)CC1 (stereo not given)	-2	x	98	96	-1	-5	-3	-4	-8
COc1ccc(C(=O)Oc2ccc(/C=N/NC(=O)c3ccccc3OC)cc2[N+](=O)[O-])cc1	0	15	108	102	-2	0	7	9	-2
O=C1NC2(CCSC2)C(=O)N1CC(=O)N(Cc1ccccc1)C1CCS(=O)(=O)C1 (stereo not given)	3	12	97	96	5	-2	4	-13	-13
O=C(Cn1ncc(Cl)c(Cl)c1=O)c1ccc(Cl)cc1	-2	-2	109	108	-4	-2	8	-12	-8
CC1=NNC(=O)C1CCC(=O)N/N=C\c1ccc(Cl)c(Cl)c1 (stereo not given)	3	26	98	94	-2	-9	4	0	7
C=CC(c1ccccc1)C(C(=O)c1ccccc1)N(C)C (stereo not given)	x	11	107	106	-1	-3	0	-12	-4
CCCn1c(N)cc(=O)n(CCC)c1=O	-1	3	91	93	-5	-3	-3	1	0
CN1CCN(c2ccc(NC(=O)COc3ccc4ccccc4c3)cc2)CC1	1	-17	101	117	2	10	2	12	1
O=C(Nc1nnc(-c2ccc(Cl)s2)o1)C1CC1	0	6	59	72	1	-10	2	14	-35
Cc1ccc(NC(=O)C2CC(=O)NC(N3CCCCC3)=N2)cc1Cl (stereo not given)	2	6	98	97	-6	-1	3	-22	10
c1ccc2c(c1)nc(N1CCN(C3CCCCC3)CC1)c1nnnn12	x	7	112	111	-2	1	x	9	5
Cc1ccccc1NC(=O)NCCCN1CCCC1=O	1	22	99	105	-2	3	3	13	-4

2 entries from above, as a markdown table.
| smiles | IDE inh | NALP1 inh | MEKK3 PB1 HTS | MEKK2 WT-MEK5 | M18AAP inhibitor | MEKK2mut PB1 HTS | IDE act | SUMO HTRF inh | p-CIP stab down |
| --- | --- | --- | --- | --- | --- | --- | --- | --- | --- |
| CCN(CC)S(=O)(=O)c1cccc(C(=O)Nc2ccc(Cl)cn2)c1 | -2 | 11 | 104 | 98 | 0 | -6 | 7 | -9 | -6 |
| Cc1cc(NC(=O)C2CC(c3ccc(F)cc3)=NO2)n(-c2ccccc2)n1 (stereo not given) | 7 | -4 | 107 | 106 | -4 | 9 | 4 | 3 | -12 |

Compounds shown so far with a Cl atom (5):
SMILES	IDE inh	NALP1 inh	MEKK3 PB1 HTS	MEKK2 WT-MEK5	M18AAP inhibitor	MEKK2mut PB1 HTS	IDE act	SUMO HTRF inh	p-CIP stab down
CCN(CC)S(=O)(=O)c1cccc(C(=O)Nc2ccc(Cl)cn2)c1	-2	11	104	98	0	-6	7	-9	-6
O=C(Cn1ncc(Cl)c(Cl)c1=O)c1ccc(Cl)cc1	-2	-2	109	108	-4	-2	8	-12	-8
CC1=NNC(=O)C1CCC(=O)N/N=C\c1ccc(Cl)c(Cl)c1 (stereo not given)	3	26	98	94	-2	-9	4	0	7
O=C(Nc1nnc(-c2ccc(Cl)s2)o1)C1CC1	0	6	59	72	1	-10	2	14	-35
Cc1ccc(NC(=O)C2CC(=O)NC(N3CCCCC3)=N2)cc1Cl (stereo not given)	2	6	98	97	-6	-1	3	-22	10

More structures.
SMILES	IDE inh	NALP1 inh	MEKK3 PB1 HTS	MEKK2 WT-MEK5	M18AAP inhibitor	MEKK2mut PB1 HTS	IDE act	SUMO HTRF inh	p-CIP stab down
O=C(O)CSc1cnc2ccccc2n1	4	22	103	103	2	1	-1	-7	4
CCOC(=O)c1ccc(S(=O)(=O)N2CCC(C(=O)OCC)CC2)cc1	0	-4	94	97	-2	-4	6	14	-6
Cc1cc(SCC(=O)Nc2ccccc2)n2ncc(-c3ccccc3)c2n1	9	16	101	98	2	-6	-1	43	8
COc1ccc(C2CC(c3ccccc3)=NN2C(=O)COC(=O)COc2ccccc2)cc1 (stereo not given)	-2	2	106	100	-2	2	3	-6	0
Cc1ccc(NS(=O)(=O)c2cccs2)cc1S(=O)(=O)N1CCCCCC1	-2	-11	112	101	0	0	3	-13	-11
Clc1ccc(OCc2nn3c(-c4ccco4)nnc3s2)c(Cl)c1	0	-7	57	59	-8	-13	2	36	-14
CCOC(=O)c1c(NC(=O)C[n+]2ccc(N(C)C)cc2)sc(C)c1C	3	0	101	108	-15	6	-2	0	-17
CCOC(=O)c1c(C)n(C)c2ccc(OCC(N)=O)cc12	1	40	111	111	-2	8	-2	6	0
COc1cc(C(=O)N2CCN(c3cc(Cl)ccc3Cl)CC2)cc(OC)c1OC	4	28	107	108	-6	8	2	8	-20
O=C(NC(=S)NC1CCCc2ccccc21)c1ccc(F)cc1 (stereo not given)	1	-21	101	100	3	-2	1	-16	-5
CCOC(=O)C1(S(=O)(=O)c2ccccc2)CCN(Cc2ccc(Cl)cc2)CC1	8	27	102	102	4	-3	2	-14	-3
Nc1nc(NCCCN2CCOCC2)nc(NCc2ccccc2)c1[N+](=O)[O-]	4	18	94	106	-4	-3	3	-6	3
O=C(COC(=O)c1ccc(O)cc1)Nc1ccccc1-c1ccccc1	-1	x	95	96	1	-3	-2	2	-6
CCOC(=O)C(NC(=O)c1ccc(F)cc1)(Nc1sc2c(c1C(N)=O)CCC2)C(F)(F)F (stereo not given)	4	29	100	96	2	-2	-6	12	-8
N#CC1=C(SCC(=O)Nc2ccc(C(=O)O)cc2)NC(=O)CC1c1ccco1 (stereo not given)	4	-3	102	98	8	-2	7	23	8
C/C(=N\NS(=O)(=O)c1ccc([N+](=O)[O-])cc1)c1ccc2c(c1)OCO2	x	1	102	102	14	4	6	-6	-2
Cc1ccc(C(=O)Cn2ncsc2=N)cc1	3	12	u	u	0	-14	5	-10	7
Cc1nc2ncnn2c(C)c1Cc1c(Cl)cccc1Cl	1	6	98	107	-10	2	4	14	-4
O=C1CSc2ccc(C(=O)NCC(c3ccco3)N3CCCCC3)cc2N1 (stereo not given)	7	-5	x	x	9	x	2	17	-2
O=[N+]([O-])c1ccc(N2CCN(c3ccc(F)cc3)CC2)nc1	1	15	100	104	4	3	3	-3	-4
Cc1cccc(NCC(=O)N/N=C\c2cccn2C)c1	3	x	98	100	4	2	8	-7	1
Cc1cc(-c2ccc(C)c(S(=O)(=O)N3CCN(c4ccc(F)cc4)CC3)c2)on1	3	-7	99	96	0	1	4	-6	-16
COc1ccc(-n2c(C)cc3cc(OC(C)=O)ccc32)cc1	-4	2	103	105	-8	2	6	17	-1
Cc1nn(-c2ccccc2)c(C)c1/C=N/NC(=O)c1ccccc1O	x	10	99	102	-13	0	4	18	0
CC(C)(C)OC(=O)N1CCC[C@H]1C(=O)NCc1ccc(Cl)cc1Cl	8	11	104	103	6	2	-4	10	-11
(more compounds)
SMILES	IDE inh	NALP1 inh	MEKK3 PB1 HTS	MEKK2 WT-MEK5	M18AAP inhibitor	MEKK2mut PB1 HTS	IDE act	SUMO HTRF inh	p-CIP stab down
Cc1cc(-c2ccccc2)nc(N/N=C/c2ccc([N+](=O)[O-])cc2)n1	11	-1	107	102	-1	-1	1	4	-6
Cn1nnnc1SCCNCc1ccccc1OCc1ccc(Cl)cc1	5	2	97	100	3	-3	3	7	-11
COc1cc(C2C3C(C)N(C)C(=O)N(C)C3N(C)C(=O)N2C)ccc1O (stereo not given)	-3	19	100	105	15	3	2	6	6
CC(CCc1ccccc1)NC(=O)COC(=O)c1ccc(NC(N)=O)cc1 (stereo not given)	7	0	99	101	0	2	5	-10	11
O=C(Nc1nnc(S(=O)(=O)N2CCN(c3ccc(F)cc3)CC2)s1)c1ccccc1	-1	28	99	96	7	0	7	28	-8
Cn1c2c(c(=O)n(C)c1=O)C(NS(=O)(=O)c1ccccc1)(C(F)(F)F)C(=O)N2 (stereo not given)	6	-14	90	96	4	-6	5	27	2
CN1C2C(Br)CCCCN2c2ccc(F)cc2S1(=O)=O (stereo not given)	3	27	101	100	-4	-5	-1	-2	-1
Cc1ccc(CNC(=O)c2ccc[nH]2)cc1	-3	16	100	96	-1	-1	3	6	-5
COc1ccc(CN2C(=O)CCC2(C)C(=O)NC2CCCCC2)c(OC)c1 (stereo not given)	3	5	100	97	-2	3	3	25	-7
CN(C)C(=O)COC(=O)c1cc(Cl)cc(Cl)c1N	-4	-170	78	82	-12	-4	-5	19	0
CCN1CCN(C(=O)/C=C/c2ccccc2[N+](=O)[O-])CC1	0	-2	98	99	-1	-1	1	-5	4

Entries listed so far that have a CF3 group:
SMILES	IDE inh	NALP1 inh	MEKK3 PB1 HTS	MEKK2 WT-MEK5	M18AAP inhibitor	MEKK2mut PB1 HTS	IDE act	SUMO HTRF inh	p-CIP stab down
CCOC(=O)C(NC(=O)c1ccc(F)cc1)(Nc1sc2c(c1C(N)=O)CCC2)C(F)(F)F (stereo not given)	4	29	100	96	2	-2	-6	12	-8
Cn1c2c(c(=O)n(C)c1=O)C(NS(=O)(=O)c1ccccc1)(C(F)(F)F)C(=O)N2 (stereo not given)	6	-14	90	96	4	-6	5	27	2

From PubChem

Some of the compounds tested. The share of hits here may be higher or lower than overall.
